Screening data (PubChem BioAssay)
Vif-APOBEC3F blk: blocks the Vif interaction with APOBEC3F; HeLa A3F-eYFP + Vif (tagged APOBEC3F with the HIV-1 protein that degrades it), YFP fluorescence increase; AID 602313; Potency, µM (top dose mostly 46.1 µM), for the others: top-dose activity, negative = active; hit rate 0.2% among 390,000; also: potency is read from the fitted curve at half-maximal effect; % of control where 0% means no effect; nearly all actives have a fitted effect of over 65% in size
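Fluorescence increase (Ex 488/Em 500-530) after overnight compound treatment at 37 deg C flags inhibition of Vif-driven A3F-eYFP loss in stable HeLa A3F-eYFP/Vif cells seeded overnight beforehand.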
TrxR1 substrate: substrates of rat thioredoxin reductase 1 | O89049 | hit rate 0.01% among 390,000 | purified TrxR1 substrate turnover, NADPH consumption readout | Potency, µM (top dose mostly 114 µM), for inactives: at the top dose activity change, negative = substrate turnover; also: potency is read from the fitted curve at half-maximal effect; % is scaled to controls: 0 for no effect and ±100 for the full control effect; nearly all actives have a fitted effect of over 50% in size
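Rat TrxR1, dispensed at 90 nM, was prereduced with 400 uM NADPH (final) for 5 min at ~22 deg C, then incubated with compound 15 min before 400 uM selenite. A first-read NADPH fluorescence drop versus no-compound background flagged substrates.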
LDHA inh: LDHA (human) enzyme inhibition. P00338. purified LDHA, NADH/diaphorase-resazurin fluorescence; stronger effect = lower value. activity change, % (values are at about 110 or 230 µM). hit rate 0.15% among 480,000. AID 1347041; in the data active = activity change below about -30%; inconclusive = mostly about -25% to -30%;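 also: plate controls were DMSO wells for no effect and wells without enzyme for full effect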
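Human LDH5 (2 nM) was incubated with 0.06 mM NADH and 0.2 mM pyruvate for 5 min at room temperature in Tris pH 7.4. Remaining NADH was coupled through diaphorase/resazurin, and resorufin fluorescence was read at 0 and 20 min.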
USP1-UAF1 inh: USP1/UAF1 (human) deubiquitinase inhibition; O94782; recombinant USP1/UAF1, Ub-Rhodamine cleavage fluorescence; Potency, µM (series often up to 57.1 µM), inactives show at the highest dose activity change, negative = inhibition, usual class: inhibitors; hit rate 0.23% among 390,000; AID 743255; also: potency is read from the fitted curve at half-maximal effect; % is scaled to controls: 0 for no effect and ±100 for the full control effect; nearly all actives have a fitted effect of over 60% in size; inactives centre near -12
Target sequence (O94782 whole entry, looked up): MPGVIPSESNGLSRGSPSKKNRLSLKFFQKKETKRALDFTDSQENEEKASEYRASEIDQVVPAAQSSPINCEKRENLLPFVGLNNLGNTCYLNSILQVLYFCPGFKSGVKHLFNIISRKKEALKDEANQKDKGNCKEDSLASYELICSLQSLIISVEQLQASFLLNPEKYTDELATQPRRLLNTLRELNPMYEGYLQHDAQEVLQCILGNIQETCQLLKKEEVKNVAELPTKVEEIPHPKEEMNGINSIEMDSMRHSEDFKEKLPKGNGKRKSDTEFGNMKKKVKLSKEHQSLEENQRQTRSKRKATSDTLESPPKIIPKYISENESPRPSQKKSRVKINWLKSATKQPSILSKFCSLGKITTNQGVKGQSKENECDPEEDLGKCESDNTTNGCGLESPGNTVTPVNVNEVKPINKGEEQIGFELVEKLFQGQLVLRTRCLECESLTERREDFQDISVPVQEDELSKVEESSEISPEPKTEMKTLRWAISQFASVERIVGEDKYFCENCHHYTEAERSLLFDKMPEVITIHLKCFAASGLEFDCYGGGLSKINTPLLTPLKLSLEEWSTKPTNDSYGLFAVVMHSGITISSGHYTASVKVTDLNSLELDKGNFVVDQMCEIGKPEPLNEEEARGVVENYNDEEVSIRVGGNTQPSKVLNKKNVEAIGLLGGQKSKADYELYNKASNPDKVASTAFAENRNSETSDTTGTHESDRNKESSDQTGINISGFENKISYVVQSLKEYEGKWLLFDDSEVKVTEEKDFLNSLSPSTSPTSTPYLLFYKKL
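High-throughput fluorogenic screen: 1nM USP1/UAF1 complex, Ub-Rho substrate 150nM final, 50mM HEPES pH 7.8 with 0.5mM EDTA, 0.1 mg/ml BSA, 1mM TCEP and 0.01% Tween-20.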
Vif-A3G inh: Vif-A3G binding inhibition. Q9HC16. HeLa A3G-eYFP + Vif (tagged APOBEC3G with the HIV-1 protein that degrades it), YFP fluorescence, overnight. Potency, µM (titrated, usually from 46.1 µM), for the others: at the top dose activity, negative = active, most hits filed as inhibitors. hit rate 0.076% among 410,000;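 also: potency is read from the fitted curve at half-maximal effect; % is scaled to controls: 0 for no effect and ±100 for the full control effect; nearly all actives have a fitted effect of over 60% in size; hits raise eYFP signal because A3G escapes Vif-driven loss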
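Read-out is eYFP fluorescence (Ex 488/Em 500-530) from Vif-expressing HeLa A3G-eYFP cells; more signal means A3G escaped Vif-mediated degradation. Cells plated overnight, compound pinned in, incubated overnight at 37 deg C.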
Glioma ERSR ind: inducers of ER stress response in human glioma cells; U87-MG GRP78 promoter luciferase reporter, 16 h; Potency, µM, for inactives: top-dose activation, actives largely listed as activators; hit rate 0.02% among 420,000; AID 602332; also: potency is read from the fitted curve at half-maximal effect; series mostly up to about 76 µM; % of control where 0% means no effect; nearly all actives have a fitted effect of over 35% in size
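Stably transfected U87-MG glioma cells carrying a GRP78-based luciferase sensor; 16 h compound incubation. Luminescence end-point read 10 min after Bright-Glo addition at room temperature.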
mIDH1 inhibitor: human IDH1 R132H inhibition | IDH1-R132H enzyme, NADPH consumption, diaphorase/resazurin fluorescence | O75874 | Potency, µM (series often up to 76.6 µM), inactives show top-dose activity change, negative = inhibition, hits mostly inhibitors | hit rate 0.093% among 390,000; also: potency is read from the fitted curve at half-maximal effect; % is scaled to controls: 0 for no effect and ±100 for the full control effect; nearly all actives have a fitted effect of over 65% in size
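IDH1-R132H (0.5 ug/mL) preincubated 30 min with compound, then NADPH (0.016 mM) and alpha-KG (2 mM) added; 80 min at RT, pH 7.5. Remaining NADPH coupled via diaphorase/resazurin to fluorescence (540/590 nm); concentration-response curves normalized to no-enzyme control.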
rTrxR1 inhibitor: rat TrxR1 inhibition; AID 588453; O89049; Potency, µM (highest dose often 114 µM), inactives show top-dose activity change, negative = inhibition, most hits filed as inhibitors; hit rate 1% among 390,000; recombinant rTrxR1, NADPH fluorescence consumption, selenite substrate; also: potency is read from the fitted curve at half-maximal effect; % is scaled to controls: 0 for no effect and ±100 for the full control effect; nearly all actives have a fitted effect of over 65% in size
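Rat TrxR1 (90 nM in the dispensed reagent) was pre-reduced with 400 uM NADPH for 5 min at room temperature, then incubated with compound for 15 min. After 400 uM selenite was added, NADPH fluorescence (Ex 340/Em 450 nm) was followed for 8 min.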
RGS4 inhibitor: human RGS4 inhibition; P49798; Transcreener GDP fluorescence polarization, RGS4-accelerated GTP hydrolysis; Potency, µM (highest dose often 114 µM), inactives show at the highest dose activity change, negative = inhibition, usual class: inhibitors; hit rate 0.039% among 390,000; AID 504845; also: potency is read from the fitted curve at half-maximal effect; % is scaled to controls: 0 for no effect and ±100 for the full control effect; nearly all actives have a fitted effect of over 75% in size; some results filed as inactive show a strong effect at the top dose
Target sequence (P49798 whole entry, looked up): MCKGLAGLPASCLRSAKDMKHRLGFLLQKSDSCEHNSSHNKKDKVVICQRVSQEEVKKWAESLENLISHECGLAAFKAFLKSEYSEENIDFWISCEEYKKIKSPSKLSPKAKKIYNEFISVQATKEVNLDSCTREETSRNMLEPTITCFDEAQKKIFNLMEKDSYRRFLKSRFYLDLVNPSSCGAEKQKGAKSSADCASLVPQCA
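MLSMR compounds (23 nl, pin-transferred) preincubated 10 min at room temperature with a 500nM (2x) first reagent, then RGS4 at 900nM (2x) plus Transcreener GDP mix added; fluorescence polarization (620/688 nm) read before and after 90 min at 30 °C.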
The depositor's hits bear a star; ? = inconclusive; . = no result given; & = joins results of further samples; [ ] = remark or other dose. Unless noted, calls follow the shape of the dose curve; as a rule, active = well fitted curve in the direction sought with a large enough effect; inconclusive = small, poorly fitted or top-dose-only effect, or another doubt; inactive = no such curve, though single readings can be large; an effect the other way counts as inactive or inconclusive. This is a subset; the hit share may differ from the screen's.

smiles	Vif-APOBEC3F blk	TrxR1 substrate	LDHA inh	USP1-UAF1 inh	Vif-A3G inh	Glioma ERSR ind	mIDH1 inhibitor	rTrxR1 inhibitor	RGS4 inhibitor
CCCc1cc(=O)[nH]c(SCC(=O)NCCC2=CCCCC2)n1	3%	7%[57.1 µM]	2	-8%	-1%	-3%	-3%	13%[57.1 µM]	13%
COc1ccc(-c2[nH]ncc2CN(C)Cc2cccnc2)c(F)c1	2%	-1%	-5	-19%	-2%	-3%	5%	-14%	-13%
Cc1cccc(N2CC(=O)N(c3cccc(C)c3)CC2=O)c1	-7%	-3%[57.1 µM]	-5	-5%	1%	-1%	-1%	11%[57.1 µM]	-4%
CCc1ccc2[nH]c(=O)c(CN(Cc3cccs3)Cc3nnnn3Cc3ccccc3)cc2c1	.	7%[0.0914 µM]	1	.	-6%	-1%	.	14%	5%
O=C(NCC(=O)N1CCN(S(=O)(=O)c2c(F)cccc2F)CC1)c1ccccc1F	-8%	-9%	-3	-18%	6%	-4%	5%	-8%	13%
C=C1CSc2nc(=O)c3c(C)c(C)sc3n21	0%	-6%	-2	0%	0%	-5%	2%	-6%	8%
COc1ccc(CNC(=O)Cn2nc(C)c3c(C)n(-c4ccccc4)nc3c2=O)cc1OC	1%	0%[57.1 µM]	4	18%	1%	-2%	-4%	15%[57.1 µM]	2%
Cc1ccc(S(=O)(=O)N(C)C[C@H]2OCCCC[C@@H](C)Oc3ccc(NC(=O)Cc4ccccc4)cc3C(=O)N([C@H](C)CO)C[C@@H]2C)cc1	0%	.	3	-22%	-3%	-5%	12%	.	.
CCCSc1nnc(NC(=O)c2nc(SC)ncc2Cl)s1	2%	-9%	-6	-10%	-9%	-4%	8%	4%	-26%
COCCN(CCOC)S(=O)(=O)c1ccc(C(=O)Nc2nnc(C3CC3)o2)cc1	4%	-24%[11.4 µM]	5	-15%	7%	-6%	2%	-12%[57.1 µM]	-41%
CCOC(=O)c1c(NC(=O)CCC(=O)N(CC)CC)sc2c1CC(C)(C)OC2	-16%	-4%	4	-2%	-7%	2%	0%	-2%	12%[11.4 µM]
COC(=O)c1ccc(COC(=O)c2ccccc2OC)cc1	-1%	-10%	-2	-14%	0%	2%	-7%	-6%	-18%
Cc1cccc(OCC(=O)Nc2ccc(N3CCCC3)cc2)c1C	0%	3%	7	-18%	-2%	-4%	6%	-24%	-30%
C=CCNC(=S)N1CCN(c2ccccc2Cl)CC1	1%	-2%[57.1 µM]	-3	-13%	-1%	-12%	-3%	2%[57.1 µM]	-3%
CCn1cc(C(=O)N[C@@H](C)C(=O)NCCCn2ccnc2)c(=O)c2cc3c(cc21)OCO3	4%	2%	4	-18%	1%	-1%	10%	3%	11%
CC1CC(=O)Nc2ccccc2N1C(=O)CSc1nnnn1C (stereo not given)	14%	-1%[57.1 µM]	0	-17%	2%	-2%	0%	25%[57.1 µM]	-8%
CC(C)(C)C1CCC(=NNC(=O)c2ccco2)CC1 (stereo not given)	2%	-1%	-3	-25%	5%	4%	-14%	11%	-8%
COc1cc(/C=C/C(=O)N2CCOCC2)ccc1OCc1ccccc1	1%	3%	-8	-3%	-13%	-2%	-1%	-4%	4%
Cc1cc(=O)n2nc(N3CCC(C(=O)NC(C)c4ccccc4)CC3)sc2n1 (stereo not given)	-2%	-2%	-1	-6%	-2%	-6%	-10%	12%	31%
COc1ccccc1-c1cc(C(F)(F)F)nc(N2CCCC2)n1	-7%	5%	-4	-10%	-8%	0%	2%	-2%	33%
O=C(CC(=O)N/N=C\c1ccc(F)cc1)NCCc1ccccc1	7%	6%[57.1 µM]	-4	-11%	-6%	2%	15%	1%[57.1 µM]	-3%
O=[N+]([O-])c1cccc(CNc2ccc3c(c2)CCC3)c1	1%	4%	-13	-13%	1%	2%	8%	4%	-9%
C/C(=N\NC(=O)c1cc2ccccc2cc1O)c1ccccn1	?	-4%	13	-23%	5%	-2%	22%	5%	-48%
CCCC(=O)Nc1ccc(C(=O)Nc2cccc(OC)c2)cc1	-4%	-2%	-1	-1%	-6%	0%	-2%	6%	-5%
COc1ccccc1N1CCN(C2CCCN(C(=O)c3ccccn3)C2)CC1 (stereo not given)	-9%	5%[57.1 µM]	-3	-12%	1%	15%	-9%	15%[57.1 µM]	-7%[56.9 µM]
COCCCn1c(C(C)C)nc2oc3cc(OC)ccc3c(=O)c2c1=O	-7%	4%	-1	-15%	2%	-3%	2%	0%	11%
CC1CCN(c2ccc3nnc(CCC(=O)N4CCCCC4)n3n2)CC1	1%	5%	-2	-15%	-105%	-7%	8%	10%	15%[11.4 µM]
O=S(=O)(Nc1ccc(OC(F)F)cc1)c1ccc(-c2ccon2)s1	-14%	-7%	-4	-25%	-1%	-1%	11%	12%	28%
CCOC(=O)CC(NC(=O)CCc1c(C)nc2c(-c3ccccc3)c(C)nn2c1C)c1ccc(OC(C)C)cc1 (stereo not given)	3%	-7%	-3	-20%	-2%	-4%	-9%	15%	-1%
O=C(NC(Cc1c[nH]c2ccccc12)C(=O)O)/C(=C\c1ccc2c(c1)OCO2)NC(=O)c1ccccc1 (stereo not given)	-2%	-4%	-5	-7%	5%	-4%	3%	4%	4%
CCCCN(C(=O)Cn1nnc2ccccc21)C(C(=O)NCCOC)c1ccc(OC)cc1OC (stereo not given)	-4%	5%	-2	-11%	2%	-2%	0%	6%	-10%
CC(C)CN(C)c1ccc(/C=C2\C=Cc3ccccc32)cc1	.	-3%	10	.	-11%	-2%	.	45µM*	.
Cc1cccc(-c2cc(C(=O)Nc3cccnc3)c3ccccc3n2)c1	-2%	-3%	2&8	-13%	-18%	-4%	8%	2%	-6%
CCOc1cc(/C=C\c2[nH]c(=O)[nH]c(=O)c2[N+](=O)[O-])ccc1OC(C)CC (stereo not given)	4%	-17%	-9	-14%	?	-2%	-11%	-27%	?
Fc1ccc(Oc2cc(N3CCOCC3)nc(-c3ccccc3)n2)c(F)c1	-2%	4%[57.1 µM]	-4	-22%	-3%	-5%	2%	8%[57.1 µM]	-14%[11.4 µM]
Cc1ccc(NC(=O)CSCC(=O)Nc2sccc2C#N)cc1	6%	9%	-2	-14%	-2%	-1%	4%	8%	-1%
COC(=O)c1ccc(COc2ccc(NC(C)=O)cc2)o1	-2%	9%[57.1 µM]	-4	-10%	-3%	-3%	8%	10%[57.1 µM]	8%
COc1ccc(N(CC(=O)Nc2ccccc2SC)S(C)(=O)=O)cc1OC	-14%	8%	0	-26%	-6%	-1%	-4%	?	-10%
Cc1ccc(/C(O)=C2/C(=O)C(=O)N(c3ccccn3)C2c2ccc(F)cc2)cc1 (stereo not given)	-4%	-12%	-2	-12%	?	6%	1%	-14%	0%
O=C1c2ccccc2C(=O)N1CCc1nc2ccccc2c(=O)n1Cc1ccco1	2%	7%[57.1 µM]	-4	-20%	1%	-7%	1%	-3%[57.1 µM]	21%
O=S(=O)(c1ccccc1)N1CCN(Cc2ccc(Cl)cc2)CC1	0%	-7%	-1	-25%	3%	-1%	3%	13%	8%
C=CCOc1ccc(-c2nc3c(c(=O)[nH]c(=O)n3CCCC)n2C)cc1Br	-7%	7%	-4	-15%	3%	-2%	-11%	5%	-6%
CC/C(=C\C(=O)c1ccncc1)Nc1ccc(Br)cc1	8%	-4%	1	-20%	1%	1%	7%	-25%	-8%
COc1ccc(S(=O)(=O)NC2CCCCC2)cc1F	-2%	-9%	-1	-10%	2%	-4%	-9%	-11%	28%
COc1cc(-c2ccc3c(=O)c4ccccc4sc3c2)cc(OC)c1OC	5%	9%[57.1 µM]	-7	-6%	4%	-2%	-2%	10%[57.1 µM]	-12%
COc1ccc(N/C=C2\CCc3ccccc3C2=O)cc1	-17%	-1%	8	?	-10%	-13%	27%	4%	-46%
Cc1cc(N2CCCCC2)nc2ccc(NC(=O)/C=C/c3ccccc3OC(C)C)cc12	1%	1%	-3	?	5%	-2%	-1%	15%	18%
COC(=O)C1CCN(S(=O)(=O)Cc2ccccc2)CC1	6%	-10%	-3	-7%	1%	-2%	9%	?	?
COc1ccc(Cl)cc1NC(=O)CCC(=O)c1ccc(C)cc1	-19%	7%[57.1 µM]	-16	-15%	-2%	-5%	12%	23%[57.1 µM]	7%
Cc1cc(OC(C)C(=O)Nc2sc3c(c2C(N)=O)CCCC3)ccc1Cl (stereo not given)	-2%	4%	-2	-30%	0%	-1%	3%	16%	-11%
CSCCC(NC(=O)c1ccc(Br)cc1)C(=O)O (stereo not given)	-9%	-1%[57.1 µM]	-4	0%	0%	0%	-3%	22%[57.1 µM]	13%
CN(CCc1cn[nH]c1)Cc1nc(Cc2ccccc2F)no1	1%	4%	-2	-15%	9%	6%	-4%	2%	-11%
